# Mito fusion act – mitochondrial division inhibition or fusion activation; S. cerevisiae fusion-defective mutant growth rescue, CellTiterGlo 48 h; Potency, µM (series often up to 46.1 µM), inactives show top-dose growth rescue (activation), most hits filed as activators; actives 0.23% (n = 320,000); AID 485298;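 further: potency means the concentration at half of the fitted maximal effect; % of control where 0% means no effect; nearly all actives have a fitted effect of over 45% in size; temperature-sensitive fusion mutants such as fzo1-1 at 37 °C on non-fermentable ethanol glycerol medium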
#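 S. cerevisiae fusion-defective temperature-sensitive mutants (e.g. fzo1-1, mgm1-5) grown 48 h at 37C in YPEG (ethanol/glycerol non-fermentable) medium with 23 nl compound per well; growth rescue read as CellTiterGlo luminescence.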
# TSHR antag – blocks TSH signaling through the human TSH receptor; TSHR-expressing cells, TSH-stimulated cAMP HTRF, 2 h; stronger effect = lower value; activity change, negative = inhibition, % at 11.5 µM; AID 504810; P16473; actives 0.2% (n = 330,000);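 active means activity change below a set negative limit, meaning inhibition stronger than a set level, cut at about -70% in these data; inconclusive means activity change between two set negative limits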; further: on the % scale 0 is the no-effect control and ±100 the full control effect
#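 TSHR-expressing cells were treated with compounds, then stimulated with TSH at EC80 (4nM final) for 2 hours at 37 deg C. Cellular cAMP was measured by HTRF competition between lysate cAMP and cAMP-d2 for a cryptate-labelled anti-cAMP antibody.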
# TRPV1 ag – human TRPV1 agonism; actives 0.19% (n = 320,000); activation, % at 8.33 µM; AID 540275; TRPV1-expressing cells, Fluo-8 calcium influx, agonist mode; in the data active means activation above about 80%; inconclusive means between about 30% and that limit; further: 0% is about no effect
#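 Cells expressing TRPV1 were dye-loaded with Fluo-8 and read kinetically: 10 s baseline, 3 min after compound (agonist portion), then 2 min after EC20 capsaicin (allosteric enhancer portion). Calcium-bound dye fluorescence at 480/520 nm.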
# TCR activator – activates T cell receptor signaling | primary human leukocytes, anti-CD3, IL-2 HTRF, 48 h | Potency, µM (top dose mostly 9.22 µM), without a hit: at the highest dose activation of IL-2 secretion, actives largely listed as activators | 330,000 tested, under 10 active; further: % of control where 0% means no effect
#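 Primary human leukocytes were stimulated with a-CD3 beads plus compounds for 48 hr without co-stimulation; secreted IL-2 was quantified by HTRF using a-IL-2-K (europium cryptate) and a-IL-2-d2, excited at 320nm with acceptor emission read at 665nm.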
# USP2a block – USP2a (human) protease inhibition; USP2 core, Ub-CHOP2 coupled fluorogenic reporter, 485/531; Potency, µM (series often up to 38.3 µM), inactives show at the highest dose activity change, negative = inhibition, most hits filed as inhibitors; actives 0.01% (n = 330,000); AID 463254;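 further: potency means the concentration at half of the fitted maximal effect; plate controls were DMSO wells for no effect and full inhibition by NEM control for full effect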
#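 USP2 core (10nM final) preincubated 30min RT with compound in 20mM Tris-HCl pH 8.0, 2mM CaCl2, 2mM beta-mercaptoethanol, 0.05% CHAPS; 25nM Ub-CHOP2 plus 25nM reporter substrate added, fluorescence (Ex485/Em531) read after 60min.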
# Eya2 phos inh – inhibitors of human Eya2 phosphatase activity; actives 0.006% (n = 330,000); Potency, µM (top dose mostly 76.9 µM), without a hit: top-dose activity, negative = inhibition, actives largely listed as inhibitors; AID 488837; recombinant Eya2, OMFP fluorescence dephosphorylation (OMFP is methylfluorescein phosphate); further: potency means the concentration at half of the fitted maximal effect; on the % scale 0 is the no-effect control and ±100 the full control effect
#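 Eya2 (0.2 uM) preincubated 10 min at ambient with compound, then OMFP substrate added at 50 uM; 10 min reaction in 50 mM HEPES pH 7.5, 50 mM NaCl, 5 uM MgCl2, 0.05% BSA, 1 mM DTT. Fluorescence read at Ex 485/Em 525 nm.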
# ELG1 repair inh – inhibitors of ELG1-dependent DNA repair in HEK293T cells; HEK293T ELG1-luciferase reporter, luminescence, 16 h; DNA damage induced by 5-fluorouridine; actives 2.3% (n = 330,000); Potency, µM (series often up to 46.1 µM), without a hit: top-dose activity change, negative = inhibition, usual class: inhibitors; further: potency means the concentration at half of the fitted maximal effect; on the % scale 0 is the no-effect control and ±100 the full control effect; nearly all actives have a fitted effect of over 55% in size
#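 Cells (2,000 per well) received 5-fluorouridine plus test compound or DMSO and were incubated 16 hr at 37 °C, 5% CO2. Luciferase activity was read by luminescence 30 min after ONE-Glo addition; signal suppression marked inhibition of damage-induced ELG1 function.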
# KCNH2 3.1 block – blocks the human KCNH2 3.1 channel isoform. U2OS KCNH2 3.1, thallium flux FluxOr; stronger effect = lower value. activity change, % (tested at about 1.8 µM). actives 0.95% (n = 340,000);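 active means maximum activity change below -70%; inconclusive means maximum activity change from -70% to -50%; inactive means maximum activity change above -50%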;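 further: thallium influx rate constant from kinetic fluorescence after stimulation buffer; on the % scale 0 is the no-effect control and ±100 the full control effect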
#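 Channel expression came from 3.1 mutant virus (1.77 x 10^8 /mL) applied to suspended U2OS cells for 4 h. Flux was tracked with FluxOr dye plus Red40 quencher, and kinetic rate constants normalized to controls.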
# hERG WT inh – KCNH2 (human, wildtype) channel inhibition. U2OS, BacMam KCNH2, thallium flux FluxOr; stronger effect = lower value. activity change, % at 1.84 µM. actives 0.37% (n = 340,000);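 active means maximum activity change below -70%; inconclusive means maximum activity change between -70% and -50%; inactive means maximum activity change above -50%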; further: on the % scale 0 is the no-effect control and ±100 the full control effect
# Target sequence (Q12809 whole entry, looked up): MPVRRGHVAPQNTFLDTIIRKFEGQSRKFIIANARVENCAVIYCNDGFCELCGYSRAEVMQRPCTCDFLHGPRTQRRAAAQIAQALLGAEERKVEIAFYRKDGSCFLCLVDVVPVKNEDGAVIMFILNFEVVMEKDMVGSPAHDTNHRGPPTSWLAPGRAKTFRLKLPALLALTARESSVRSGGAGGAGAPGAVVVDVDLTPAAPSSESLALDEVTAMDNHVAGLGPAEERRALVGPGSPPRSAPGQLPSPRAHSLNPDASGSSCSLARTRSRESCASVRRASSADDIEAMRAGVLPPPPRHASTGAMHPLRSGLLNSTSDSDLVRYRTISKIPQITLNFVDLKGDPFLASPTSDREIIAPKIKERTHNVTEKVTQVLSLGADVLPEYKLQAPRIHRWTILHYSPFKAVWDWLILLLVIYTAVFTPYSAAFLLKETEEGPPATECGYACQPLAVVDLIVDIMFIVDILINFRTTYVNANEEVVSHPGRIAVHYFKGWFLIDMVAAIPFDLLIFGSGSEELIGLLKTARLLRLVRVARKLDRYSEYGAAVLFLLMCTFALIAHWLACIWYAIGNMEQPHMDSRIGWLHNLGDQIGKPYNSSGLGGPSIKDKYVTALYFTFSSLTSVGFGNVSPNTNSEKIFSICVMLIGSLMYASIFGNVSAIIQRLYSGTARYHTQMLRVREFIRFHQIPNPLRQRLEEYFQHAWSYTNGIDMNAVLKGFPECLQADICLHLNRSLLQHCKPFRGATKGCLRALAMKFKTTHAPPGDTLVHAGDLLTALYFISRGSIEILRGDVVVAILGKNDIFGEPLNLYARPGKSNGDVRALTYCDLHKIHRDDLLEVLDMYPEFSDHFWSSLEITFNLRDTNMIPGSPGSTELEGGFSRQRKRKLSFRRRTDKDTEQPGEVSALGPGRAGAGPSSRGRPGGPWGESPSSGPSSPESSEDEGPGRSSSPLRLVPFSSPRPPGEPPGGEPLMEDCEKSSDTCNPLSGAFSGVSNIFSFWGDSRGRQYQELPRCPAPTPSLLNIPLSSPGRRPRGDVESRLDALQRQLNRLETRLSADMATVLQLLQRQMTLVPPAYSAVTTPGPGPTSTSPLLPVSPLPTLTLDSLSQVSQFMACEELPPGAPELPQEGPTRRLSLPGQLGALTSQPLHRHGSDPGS
#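 U2OS cells were transduced with wild-type KCNH2 virus (2.03 x 10^8 / mL) for 4 h at room temperature, then cultured overnight at 37 C. Thallium flux was read with FluxOr dye. Rate constants were normalized to DMSO controls.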
# AT treatment – potential ataxia-telangiectasia treatment; Potency, µM (series often up to 57.5 µM), for inactives: at the highest dose activation, actives largely listed as activators; AID 485349; actives 0.19% (n = 320,000); […] A-T fibroblasts, KAP-1 phosphorylation AlphaLISA; neocarzinostatin DNA damage 30 min before lysis; further: potency means the concentration at half of the fitted maximal effect; % of control where 0% means no effect; nearly all actives have a fitted effect of over 45% in size
#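 hTERT-immortalized A-T patient fibroblasts ([…]), 500 cells/well in OPTI-MEM, 1% FBS, got compounds for 60 min, then NCS for 30 min at 37C. Lysates were then assayed for phospho-KAP-1 by AlphaLISA (anti-pKAP1 donor, anti-KAP1 acceptor beads), 6 hr at 25C.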
# The depositor's hits bear a star; ? = inconclusive; . = not tested or not shown; [ ] = another dose, or the depositor's remark. Unless noted, the call rests on the fitted dose curve; in most records, active means well fitted curve in the direction sought with a large enough effect; inconclusive means small, poorly fitted or top-dose-only effect, or another doubt; inactive means no such curve, though single readings can be large; an effect the other way counts as inactive or inconclusive. Not all compounds are listed; count on the stated rates, not on these rows.
# Preview (6 entries):
SMILES,Mito fusion act,TSHR antag,TRPV1 ag,TCR activator,USP2a block,Eya2 phos inh,ELG1 repair inh,KCNH2 3.1 block,hERG WT inh,AT treatment
Cc1cccc(N2CCC(N=CN(C)C)=N2)c1,3%,3,5,0%,1%,-11%,?,.,10,-1%
Cc1ccccc1CCNC(=O)c1cc(C2CC2)nc2c1cnn2C(C)C,?,-25,0,-1%,0%,-11%,?,-4,0,3%
O=C(CSc1nncn1-c1ccccn1)Nc1ccccc1Cl,5%,4,1,-8%,1%,4%,-2%,-2,-25,3%
COC(=O)c1ccc2c(=O)n(Cc3ccco3)c(SCC(=O)Nc3ccccc3Cl)nc2c1,-2%,6,-3,-2%,-1%,3%,-7%,-8,5,2%
C=CCn1c(SCC(=O)c2cccs2)nc2sc(CC)cc2c1=O,3%,?,21,0%,1%,-25%[15.4 µM],21µM*,-28,0,4%
O=C(OCc1ccccc1)/C(=C/c1cccc2ccccc12)NC(=O)c1ccccc1,-3%,-12,25,-4%[46.1 µM],-2%,12%,-7%,-26,-7,1%

# The listing, from the start:
SMILES,Mito fusion act,TSHR antag,TRPV1 ag,TCR activator,USP2a block,Eya2 phos inh,ELG1 repair inh,KCNH2 3.1 block,hERG WT inh,AT treatment
Cc1cccc(N2CCC(N=CN(C)C)=N2)c1,3%,3,5,0%,1%,-11%,?,.,10,-1%
Cc1ccccc1CCNC(=O)c1cc(C2CC2)nc2c1cnn2C(C)C,?,-25,0,-1%,0%,-11%,?,-4,0,3%
O=C(CSc1nncn1-c1ccccn1)Nc1ccccc1Cl,5%,4,1,-8%,1%,4%,-2%,-2,-25,3%
COC(=O)c1ccc2c(=O)n(Cc3ccco3)c(SCC(=O)Nc3ccccc3Cl)nc2c1,-2%,6,-3,-2%,-1%,3%,-7%,-8,5,2%
C=CCn1c(SCC(=O)c2cccs2)nc2sc(CC)cc2c1=O,3%,?,21,0%,1%,-25%[15.4 µM],21µM*,-28,0,4%
O=C(OCc1ccccc1)/C(=C/c1cccc2ccccc12)NC(=O)c1ccccc1,-3%,-12,25,-4%[46.1 µM],-2%,12%,-7%,-26,-7,1%
Cc1cnc(NC(=O)CSc2nc3ccccc3s2)s1,5%,6,27,-2%,-7%,-1%,11%,4,-2,0%
Cn1c(N/N=C/c2c[nH]c3ccccc23)nc2ccccc21,-8%,14,3,-1%,0%,-1%,?,7,33,-6%
O=c1c2ccc(Cl)cc2[nH]c(=S)n1Cc1cccnc1,-3%,-2,?,-16%,4%,-5%,-2%,-6,3,7%
O=C(c1n[nH]c2ccccc12)N1CCN(S(=O)(=O)c2ccc(Cl)cc2)CC1,17%,13,8,-3%,1%,-2%,-8%,-4,23,-5%
COc1ccc(-n2nnc3c(SCC(=O)NCC4CCCO4)ncnc32)cc1 (configuration not stated),-5%,-16,10,2%,1%,-18%,17%,4,6,-1%
O=c1c2ccccc2c(/C=N/n2cnnc2)c(O)n1-c1ccccc1F,-3%,3,-2,-12%,1%,-5%,0%,-4,19,11%
Cc1cccc(N2CCN(C(=O)c3cc(S(=O)(=O)N4CCCC4)cn3C)CC2)c1C,3%,-36,13,1%,-1%,-8%,-2%,-41,-2,11%
CCOc1ccc(CCNC(=O)COC(=O)COc2ccc(Br)cc2)cc1OCC,-4%,-9,5,-5%,-4%,-21%,1%,-4,-13,3%
O=C(Cc1nc2ccccc2[nH]1)c1ccc([N+](=O)[O-])cc1,4%,14,0,1%,7%,-19%,?,13,37,10%
CCc1ccc(NC(=O)COc2ccc3c(c2)OCO3)cc1,-5%,0,?,-6%,-4%,2%,?,20,9,2%
O=C(Nc1nc(-c2ccco2)cs1)c1ccccc1,9%,-18,?,2%,0%,1%[15.4 µM],?,-3,21,14%
O=C(CCC(=O)c1ccc(-c2ccccc2)cc1)Nc1cccnc1,-1%,-2,?,-5%,3%,-4%,-10%,-5,-6,6%
O=C(N/C=N/OCc1ccc(Cl)cc1Cl)NOCc1ncc(C(F)(F)F)cc1Cl,4%,-7,17,2%,-11%,-19%,?,13,-3,15%
Clc1ccccc1/C=N/NC1=Nc2cccc3cccc1c23,0%,-2,?,4%[46.1 µM],10%,1%,?,-10,-8,-10%
NC(=O)c1cc[n+](CC(=O)c2ccc(NC(=O)c3ccccc3)cc2)cc1,-5%,-2,2,-2%,16%,11%,?,1,.,3%
O=C(CCc1nnc2ccc(N3CCCCC3)nn12)NCc1ccco1,-1%,4,0,6%,3%,1%,5%,7,4,16%
Cc1cc(C(=O)Nc2ccc(S(=O)(=O)N3CCCC3)cc2)no1,-2%,-16,?,.,2%,-9%,1%,5,-12,-2%
COc1ccc(CNS(=O)(=O)c2cc(-c3cc(C)no3)ccc2OC)cc1OC,7%,-3,-7,-2%,4%,-2%,10%,11,2,2%

# Compound profiles, as listed above.
# Clc1ccccc1/C=N/NC1=Nc2cccc3cccc1c23 in the list: Mito fusion act: 0%; TSHR antag: -2; TRPV1 ag: ?; TCR activator: 4%[46.1 µM]; USP2a block: 10%; Eya2 phos inh: 1%; ELG1 repair inh: ?; KCNH2 3.1 block: -10; hERG WT inh: -8; AT treatment: -10%
# O=C(N/C=N/OCc1ccc(Cl)cc1Cl)NOCc1ncc(C(F)(F)F)cc1Cl in the list: Mito fusion act: 4%; TSHR antag: -7; TRPV1 ag: 17; TCR activator: 2%; USP2a block: -11%; Eya2 phos inh: -19%; ELG1 repair inh: ?; KCNH2 3.1 block: 13; hERG WT inh: -3; AT treatment: 15%

# More records:
SMILES,Mito fusion act,TSHR antag,TRPV1 ag,TCR activator,USP2a block,Eya2 phos inh,ELG1 repair inh,KCNH2 3.1 block,hERG WT inh,AT treatment
COc1ccc(NC(=O)CSc2ccc3nnc(-c4cccnc4)n3n2)cc1OC,2%,30,-8,1%,1%,-2%,10%,3,2,0%
COc1ccc(Cl)cc1S(=O)(=O)N1CCC(C(=O)NCc2ccccn2)CC1,-6%,8,2,-6%,-1%,-2%,5%,-9,1,1%
CCOc1ccccc1NC(=O)COC(=O)c1ccc(S(=O)(=O)N2CCCC2)cc1,5%,-21,3,-1%,2%,17%,23%,9,0,9%
CCOC(=O)C1(C(F)(F)F)N=C(N(C)C)OC(N(C)C)=N1,3%,-8,0,-5%,-5%,11%,3%,8,-2,3%
O=C(Cc1ccccc1[N+](=O)[O-])N/N=C/c1cccnc1,1%,-5,0,-17%,2%,-1%,3%,2,8,8%
O=C(Cn1cc(C(F)(F)F)cc(Cl)c1=O)NC1CCS(=O)(=O)C1 (configuration not stated),-3%,4,-2,.,-1%,11%,15%,5,-14,1%
COC(=O)c1nnn(-c2nc(N(C)C)nc(N(C)C)n2)c1C,7%,-1,5,1%,3%,1%,12%,-23,4,-2%
CCOc1cc(CNc2ccc3c(c2)OCCO3)cc(Br)c1OCC(N)=O,3%,-9,-1,-1%,-1%,?,?,7,0,0%
Cc1ccccc1OCCCn1c(=O)sc2ccccc21,1%,-3,7,0%,5%,-9%,?,14,-2,?
CCCCCn1c(CN2CCN(c3cc(Cl)ccc3C)CC2)nc2c1c(=O)[nH]c(=O)n2C,3%,-6,12,-73%,-1%,12%,?,-25,10,11%
CC(C)OP(=O)(OC(C)C)C(NC(=O)c1ccc(Br)cc1)c1ccccc1 (configuration not stated),5%,-2,24,1%,-2%,-8%,-8%,11,8,2%
CC1CCN(C(=O)c2cc(-c3ccc4c(c3)OCO4)on2)CC1,-3%,-45,-4,-1%,4%,4%,?,-12,-10,-3%
Cc1nc2scc(-c3cccs3)c2c(=O)n1N,10%,-4,11,1%[46.1 µM],4%,7%,2%,-2,-11,2%
CC(C)(C)NC(=O)CSc1nc(N)cc(=O)[nH]1,-1%,9,0,10%,6%,3%,-12%,0,-1,-14%
O=C(NCCNc1ccc(Cl)cc1[N+](=O)[O-])c1cccnc1,-7%,-5,17,-1%,3%,3%,-19%,-3,-5,-4%
O=C(OCc1ccc(Cl)cc1)c1cnccn1,-1%,11,1,-4%,0%,6%,11%,-14,-12,-2%
CCOc1ccc(N(CC(=O)N2CCOCC2)S(=O)(=O)c2ccc(F)cc2)cc1,-3%,9,?,1%,2%,3%,-1%,1,-1,7%
Cc1cc(NC2CCCC2)n2nc(C)c(-c3ccccc3)c2n1,-5%,-17,21,6%,-8%,-1%,1%,5,0,17%
COc1ccc(NC(=S)N/C(=N/CS(=O)(=O)c2ccccc2)c2ccccc2)cc1,2%,5,3,6%[46.1 µM],5%,-1%,?,-20,4,-2%
NC(=O)C1CCN(Cc2nnnn2Cc2ccco2)CC1,1%,-2,2,2%,-5%,-1%,-1%,-3,34,5%
COC(=O)c1ccc(C(=O)N(C)C2CCCN(Cc3ccccc3F)C2)cc1 (configuration not stated),4%,2,1,9%,0%,0%,-8%,6,-1,0%
